# Nrf2 activator = qHTS of Nrf2 Activators; AREc32 ARE-luciferase reporter (MCF7-derived line), luminescence, 24 h; Potency, µM (doses to about 46.1 µM), for the others: top-dose activation, most hits filed as activators; 410,000 tested, 0.31% active; note: potency is the fitted concentration of half-maximal effect; % of control where 0% means no effect; nearly all actives have a fitted effect of over 65% in size
#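 Quantitative high-throughput format: AREc32 reporter cells, 1000 per well, received compound by pin transfer and were incubated 24 hr at 37 deg C, 5% CO2, before Steady-Glo luminescence detection.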
# ATXN viability = Viability Counterscreen for Primary qHTS for Inhibitors of ATXN expression. S2 cells (HEK-293 line with an ATXN2-luciferase reporter) viability, CellTiter-Fluor protease fluorescence, 24 h. 400,000 tested, 0.49% active. Potency, µM (titrated, usually from 56.7 µM), actives largely listed as cytotoxic; note: potency is the fitted concentration of half-maximal effect; nearly all actives have a fitted effect of over 40% in size
# Akt phos inh = HTS Assay for Inhibitors of Akt Phophorylation: Primary Screen; 360,000 tested, 0.32% active; Neuro2A IGF-stimulated pAkt S473 HTRF, 20 min; hits give low values; activity change, % for hits at 50 µM; in the data active = activity change below about -80%; inconclusive = mostly about -51% to -80%; note: % is set by controls: 0 for no effect and ±100 for the full control effect
#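 Neuro2A cells (4,500/well, DMEM with 0.5% FBS) were treated with compound at a single 50 µM final concentration, stimulated with 6 nM IGF for 20 min at 37 °C, and lysed. Phospho-Akt Ser473 was read by HTRF as 665/615 ratio ×10^4.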
# Mm-Cpn inhibitor = Inhibitors of TCP-1 ring complex (TRiC) of Methanococcus maripaludis (MmCpn): qHTS. Chaperonin Mm-Cpn (Methanococcus maripaludis). purified Mm-Cpn ATPase, ADP Transcreener TR-FRET. Potency, µM (titrated, usually from 76.9 µM), for the others: top-dose activity, negative = inhibition, actives largely listed as inhibitors. 330,000 tested, 0.031% active. AID 504842, 2011; note: potency is the fitted concentration of half-maximal effect; % is set by controls: 0 for no effect and ±100 for the full control effect; nearly all actives have a fitted effect of over 80% in size
#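 Purified archaeal Mm-CPN (25nM final) preincubated 10 min at 37degC with compound, then 10uM ATP for 30 min at 37degC; ADP measured by HTRF Transcreener TR-FRET; buffer 30 mM TRIS pH 7.4, 100mM KCl, 5mM MgCl2, 1mM DTT.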
# HepG2 tox = qHTS for Inhibitors of TGF-b: Cytotox Counterscreen; Potency, µM (top dose mostly 46.1 µM), without a hit: top-dose activity change, negative = cytotoxicity, hits mostly cytotoxic; HepG2 CAGA-GFP viability, ATP luminescence, 18 h; 410,000 tested, 0.76% active; note: potency is the fitted concentration of half-maximal effect; some results filed as inactive show a strong effect at the top dose
#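 HepG2 CAGA-GFP cells (1000/well, DMEM with 1% FBS) received compound, then TGF-beta at 500 pg/mL final, and were incubated 18 hours at 37 degrees C. Viability was read by CellTiter-Glo luminescence. Media-only wells were set as complete cell-killing and DMSO as no toxicity.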
# Nrf2 inh = Nrf2 qHTS screen for inhibitors. A549 ARE-Fluc reporter, luciferase luminescence, 18-24 h. Potency, µM (top dose mostly 46 µM), for inactives: at the top dose activity change, negative = inhibition, actives largely listed as inhibitors. 360,000 tested, 2.1% active. AID 504444, 2011; note: potency is the fitted concentration of half-maximal effect; % is set by controls: 0 for no effect and ±100 for the full control effect; nearly all actives have a fitted effect of over 60% in size
#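 Reporter: ARE-Fluc in A549. Exposure: 18-24 h, 37 °C, 5% CO2, 5% FBS OPTI-MEM. Readouts: fluorescent cytotoxicity (CellTiter-Fluor), then luminescent Nrf2 signal after BugLite.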
# TGFb SMAD3 inh = qHTS for Inhibitors of TGF-b. Potency, µM (series often up to 46.1 µM), without a hit: at the highest dose activity, negative = inhibition, hits mostly inhibitors. 410,000 tested, 1.2% active. HepG2 CAGA-GFP TGF-b/SMAD3 reporter, GFP fluorescence, 18 h; TGF-beta stimulated, 500 pg/mL final; note: potency is the fitted concentration of half-maximal effect; % is set by controls: 0 for no effect and ±100 for the full control effect; nearly all actives have a fitted effect of over 65% in size
#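 Per well, imaged GFP fluorescence of HEPG2 CAGA-GFP cells gives the signal; cells get compound, then TGF-beta (500 pg/mL final), 18 h at 37 degrees C; %Activity versus -TGF-beta and +DMSO controls.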
# A549 viability = Nrf2 qHTS screen for inhibitors: counterscreen for cytotoxicity. A549 ARE-Fluc cells, CellTiter-Fluor viability, 18-24 h. Potency, µM (highest dose often 46 µM), for inactives: top-dose activity change, negative = cytotoxicity, hits mostly inhibitors. 390,000 tested, 0.16% active; note: potency is the fitted concentration of half-maximal effect; % is set by controls: 0 for no effect and ±100 for the full control effect
#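 Cytotoxicity counterscreen: CellTiter-Fluor fluorescence was measured in A549 ARE_Fluc cells after 18-24 h of compound exposure in a concentration series. The subsequent BugLite luminescent read reports ARE-luciferase activity.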
# CCT chaperon mod = High-Throughput Screening for Modulators of Cytosolic Chaperonin Activity; purified chaperonin ATPase assay, HTRF ADP detection, 30 min; activity change, % (no concentration beside the values), hits read low; 360,000 tested, 0.3% active; AID 651819, 2012; in the data active = activity change below about -30%; note: % is set by controls: 0 for no effect and ±100 for the full control effect
#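 TRiC at 40 or 20 nM final (batch-dependent) in 30 mM Tris pH 7.4, 100 mM KCl, 5 mM MgCl2, 1 mM DTT, with compound at single 76 uM and 10 uM ATP, 30 min at 37 deg C. ADP detected by HTRF Transcreener, 665/615 ratio.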
# * = called active by the depositor; i = inactive; u = inconclusive; x = no result given; [ ] = another dose, or the depositor's remark. Unless noted, calls come from the whole dose curve; as a rule, active = well fitted curve in the direction sought with a large enough effect; inconclusive = small, poorly fitted or top-dose-only effect, or another doubt; inactive = no such curve, though single readings can be large; an effect the other way counts as inactive or inconclusive.
SMILES,Nrf2 activator,ATXN viability,Akt phos inh,Mm-Cpn inhibitor,HepG2 tox,Nrf2 inh,TGFb SMAD3 inh,A549 viability,CCT chaperon mod
CCOc1ccc(C(=O)n2cc(C(=O)OC)c3ccccc32)cc1,1.9%,i,i,2%,2%,6%,u,2%,2.3
CSCC[C@H](NC(=O)OC(C)(C)C)C(=O)NCC1CCC(C(=O)O)CC1 (some centres not stated),0.1%,i,i,0%,0%,2%,4%,9%,-2.9
COc1ccc(CCC(=O)NNC(=S)Nc2cccc(C(C)=O)c2)cc1,4.5%,i,i,0%,9%,-21%,-3%,3%,-1.7
Cc1cc(C)cc(OCC(=O)OCCN2C(=O)c3ccccc3C2=O)c1,0.2%,i,i,-4%,7%,x,33%[activator],18%,-1.3
COc1ccc(C(=O)Nc2ccnc(-c3cccnc3)n2)cc1,-0.8%,i,i,1%,38%,-7%,0%,6%,-1.5
COC(=O)CSc1nc(N)c(C#N)c(-c2ccc(O)cc2)c1C#N,-0.8%,i,i,-4%,-5%,25%,4%,-15%,2.0
Cc1c(C(=O)NCc2ccccc2CN2CCCC2)oc2c(F)cccc12,13%,i,i,-2%,-45%,1%,5%,-9%,3.2
CCN(CC)CCn1c2ccccc2c2cnc(N)c(C#N)c21,12%,i,i,-1%,-6%,5.2µM*,-12%,u,-12
Cc1ccc(S(=O)(=O)N2CCOCC2)cc1NC(=O)COC(=O)c1cccnc1Cl,0.3%,i,i,1%,4%,26%,6%,0%,1.5
COc1ccc(N2CCN(S(=O)(=O)CCNC(=O)C3CC3)CC2)cc1,-0.5%,i,i,-1%,3%,-1%,-3%,-1%,1.1
Cc1cccc(C)c1NC1=NC2(CCCCC2)N=C(N)N1,0.1%,x,x,0%,-17%,-9%,-10%,-21%,-0.1
CCOC(=O)c1c(NC(=O)CSc2nnc(C)c(=O)[nH]2)sc2c1CCCC2,-0.5%,i,i,-1%,-3%,-26%,-10%,0%,1.3
CN(Cc1cccs1)C(=O)CCNS(=O)(=O)c1ccc(Br)cc1,-0.4%,i,i,1%,-20%,1%,-11%,0%,0.1
C=CCn1c(O)c(C2=c3ccccc3=NC2=O)s/c1=N/c1nccs1,2.9%,i,i,1%,-22%,-19%,-3%,-26%,-0.4
CCc1ccc(OCCNC(=O)c2ccccc2SCc2ccccc2)cc1,-0.1%,i,i,0%,-52%,u,u,-4%,2.8
CCCn1c(=S)[nH]c2cc(C(=O)N(CCO)Cc3ccccc3)ccc2c1=O,0.5%,i,i,0%,-1%,-12%,u,0%,0.3
O=C(NC1CCCCC1)N1CCSC1=Nc1ccccc1,0.7%,i,i,1%,-50%,-23%,u,-16%,-2.7
[O-]/[N+](=C/c1ccccc1)c1ccccc1,3.7%,i,i,0%,1%,-7%,12%,-6%,-2.1
NS(=O)(=O)c1ccc(CCNc2ccc(C(F)(F)F)cn2)cc1,0.0%,i,i,0%,-4%,3%,11%,-2%,2.0
Brc1ccsc1/C=N/Nc1ccccc1,u,i,i,x,12%,u,13%,2%,-1.0
COc1ccc(C(=O)O)cc1NCc1cccnc1,-0.1%,i,i,-1%,4%,5%,1%,5%,3.9
S=C(Nc1cccc(Cl)c1)NC1CC2CCCC(C1)N2C1CCCC1 (configuration not stated),-1.7%,i,i,1%,-26%,2%,-9%,-11%,-2.1
Cc1cccc(-n2c(Cc3cc(=O)[nH]c(=O)[nH]3)nnc2SCC(=O)Nc2cccc(C(F)(F)F)c2)c1,-0.2%,i,i,-2%,-11%,7%,6%,22%,-1.9
O=C(CSc1nncs1)Nc1ccc2c(c1)OCO2,0.0%,i,i,0%,-19%,14%,-11%,0%,-0.3
COc1cc(Cl)c(NC(=O)C2CCN(S(=O)(=O)c3c(C)noc3/C=C/c3ccccc3F)CC2)c(OC)c1,21%,x,x,x,-33%,x,-8%,-1%,x
COc1ccc(CCNC(=O)Cc2c(Cl)cccc2Cl)cc1,-0.9%,u,i,2%,0%,-1%,0%,6%,-2.2
O=C(CSc1nc2ccccc2s1)N1c2ccccc2Sc2ccc(C(F)(F)F)cc21,0.3%,i,i,-3%,-10%,-18%,-6%,-8%,-1.2
COc1ccccc1CNC(=O)C1CCC(CNS(=O)(=O)c2ccccc2)CC1 (configuration not stated),-0.2%,i,i,1%,-9%,-2%,-6%,-1%,-4.9
COc1ccc(N2C(=O)CC(c3ccc(OC(C)C)cc3)C2=O)cc1 (configuration not stated),-0.7%,i,i,-1%,-55%,5%,5%,-11%,-0.3
COc1ccc(-c2ccc(C(=O)N3CCOCC3)c3occc23)c(C)c1,0.0%[9.22 µM],i,i,x,9%,x,31%,x,0.4
O=S(=O)(c1ccccc1Br)N1CCN(c2nc(-c3ccccc3)nc3ccccc23)CC1,x,x,x,x,7%,0%,5%,0%,x
CCOC(=O)CSC1=C(C#N)C(c2ccccc2F)C(C(C)=O)=C(C)N1 (configuration not stated),-0.6%,i,x,1%,3%,-2%,4%,7%,-2.8
CC(CCc1ccco1)NC(=O)CSc1cc(=O)n(C)c2ccccc12 (configuration not stated),-0.4%,i,i,-1%,0%,u,1%,-12%,2.3
CC[N+]1(C)CCC(=C2c3ccccc3CC(=O)c3sccc32)CC1 (configuration not stated),-0.1%,i,i,4%,6%,1%,1%,0%,-1.1
Cc1nnc(SCC(=O)Nc2nsc(-c3ccc(Cl)cc3)n2)s1,-0.4%,i,i,0%,4%,5%,6%,-7%,-2.5
CC(c1ccc(Cl)cc1)n1c(-c2ccc3ccccc3n2)n[nH]c1=S (configuration not stated),0.1%,i,x,-7%,-41%,18µM*,-5%,u,2.0
CCc1nc2oc3ccccc3c(=O)c2c(=O)n1-c1ccccc1,u,i,i,-2%,-20%,u,17%,11%,-0.5
CCC/C(C)=N/NC(=O)c1ccccc1O,2.4%,i,i,0%,-10%,4%,-6%,3%,-2.1
Cc1ccc(NC(=O)Cn2c(=O)n(CCCCC(=O)NCc3ccccc3Cl)c(=O)c3ccccc32)cc1C,-1.0%,i,x,x,2%,5%,-15%,-3%,x
O=C(c1cnn(-c2ccccc2)c1)c1ccccc1O,7.6%,x,i,1%,-1%,u,-5%,-1%,-1.0
COc1ccc(NC(=O)Cn2nnc(-c3ccccc3NC(=O)C3CC3)n2)cc1,1.2%,i,i,-1%,-39%,-21%,-3%,-16%,-6.5
CCN1CCN(CCCNC(=O)c2cc3c(=O)[nH]c4ccccc4c3s2)CC1,3.6%,i,i,0%,-26%,3%,20%,-14%,-2.1
C[C@@H]1CN([C@H](C)CO)C(=O)CCCn2nncc2CO[C@H]1CN(C)Cc1cccc(C(F)(F)F)c1,-0.3%,i,i,x,-44%,x,-5%,x,-0.8
CS(=O)(=O)c1ccc(C(=O)Nc2nc(-c3ccco3)c(-c3ccco3)s2)cc1,u,i,i,-7%,-16%,-4%,-6%,-8%,-22
CC1CCCN(C(=O)COC(=O)CNC(=O)c2sc3ccccc3c2Cl)C1 (configuration not stated),-0.5%,i,i,-19%,7%,15%,9%,3%,-2.4
CN(c1ccc(OCC(=O)N2CCOCC2)cc1)S(=O)(=O)c1ccc(Cl)cc1,-0.5%,i,i,-3%,30%,23%,-4%,0%,1.8
O=C(/C=C/c1ccco1)NC(=S)Nc1cccc(-c2nc3ccccc3s2)c1,27%,i,i,x,-4%,-9%,4%,-18%,-2.1
Cc1ccc(Cl)cc1N1CCN(C(=O)c2cn(C)c3ccc(S(=O)(=O)N4CCCCC4)cc3c2=O)CC1,-1.1%,i,x,x,-11%,1%,-11%,1%,x
COc1cc(CCNc2ccc3nnc(-c4ccccc4)n3n2)cc(OC)c1OC,3.8%,u,i,-3%,-9%,u,1%,-2%,-5.0
O=C(O)C(CCc1ccccn1)c1ccccc1 (configuration not stated),-0.6%,u,i,x,9%,-10%,14%,10%,-24

# Look-ups from the list.
# For A549 viability, `Cc1ccc(Cl)cc1N1CCN(C(=O)c2cn(C)c3ccc(S(=O)(=O)N4CCCCC4)cc3c2=O)CC1` is listed with 1%
# For HepG2 tox, `COc1cc(CCNc2ccc3nnc(-c4ccccc4)n3n2)cc(OC)c1OC` is listed with -9%

# Going on with the list.
SMILES,Nrf2 activator,ATXN viability,Akt phos inh,Mm-Cpn inhibitor,HepG2 tox,Nrf2 inh,TGFb SMAD3 inh,A549 viability,CCT chaperon mod
CCOC(=O)C1(CCOc2ccccc2)CCN(C(=O)c2cncs2)CC1,0.4%,i,i,1%,-2%,2%,3%,-2%,-3.6
CCc1ccc(NC(=O)c2ccc3nc(C(C)C)oc3c2)cc1,6.6%,x,x,x,-6%,x,u,-1%,x
C/C=C/C=C\C(=O)Nc1cccc(C2=NOC3(C2)C[C@@H](C(N)=O)N(C(=O)c2cc([N+](=O)[O-])cc([N+](=O)[O-])c2C)C3)c1 (some centres not stated),-0.6%,i,i,0%,3%,-15%,-13%,-1%,-1.0
Cc1cccc(NC(=O)CC2C(=O)NCCN2C(=O)Nc2ccc(Cl)cc2)c1 (configuration not stated),3.8%,i,i,-3%,-33%,u,u,-8%,-1.3
CC(C)c1ccc(NC(=O)c2ccc3c(O)c(S(=O)(=O)c4ccccc4)c(=O)[nH]c3c2)cc1,-1.3%,i,x,x,-20%,-3%,-6%,7%,x
O=C(NCc1ccc(Cl)cc1)c1ccc(NC(=O)N2CC3CCCN3c3ccccc32)cc1 (configuration not stated),5.1%,i,x,x,2%,-7%,-8%,4%,x

# Assay outcomes from PubChem BioAssay.
